HTT aggregate: inhibitors of mutant huntingtin aggregate formation in PC12 cells | PC12 HttQ103-GFP aggregates, Acumen cytometry, 40 h | Potency, µM (series often up to 46.1 µM), inactives show at the top dose activity change, negative = inhibition, most hits filed as inhibitors | hit rate 1.1% among 220,000 | AID 1688; also: % is scaled to controls: 0 for no effect and ±100 for the full control effect; nearly all actives have a fitted effect of over 60% in size
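PC12/HTTQ103-GFP, ecdysone-inducible; teb 100 nM; cpd qHTS titration; GFP aggregates read on laser cytometer, Ex 488/Em 500-530 nm.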
Tau FP inhib: inhibitors of human tau fibril formation. hit rate 0.39% among 280,000. K18 P301L tau heparin fibrillization, Alexa594 FP, 6 h. P10636. AID 1468. Potency, µM (highest dose often 57.7 µM), for inactives: top-dose activity, negative = inhibition, usual class: inhibitors; also: % is scaled to controls: 0 for no effect and ±100 for the full control effect; nearly all actives have a fitted effect of over 55% in size
Target sequence (P10636 561-689 P618L limits assumed): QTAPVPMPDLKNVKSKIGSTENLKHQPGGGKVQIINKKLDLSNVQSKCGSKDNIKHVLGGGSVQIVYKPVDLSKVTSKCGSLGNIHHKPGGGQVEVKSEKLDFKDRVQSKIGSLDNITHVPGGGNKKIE
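Quantitative HTS format: compounds meet 15 uM recombinant K18 P301L tau and Alexa 594-tau tracer in 100 mM sodium acetate pH 7; 20 uM heparin triggers fibrillization at 37 C over 6 hr; FP gives the signal.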
SMN2 splice up: enhancers of SMN2 splice variant expression. HEK293 SMN2-luciferase splicing reporter, luminescence, 30-36 h. Potency, µM (highest dose often 46.1 µM), inactives show top-dose activity change, positive = activation, usual class: activators. hit rate 2.8% among 210,000; also: % of control where 0% means no effect; nearly all actives have a fitted effect of over 55% in size
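HEK293 cells carry an SMN2 minigene-luciferase reporter in which exon 7 inclusion puts luciferase in frame. Cells were seeded at 2000 cells/well, attached for 10-12 hours, then exposed to compounds for 30-36 hours at 37C before ONE-Glo luminescence.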
Tau fluor counter: counter-screen for tau fibril formation inhibitors; tau K18 P301L Alexa594 fluorescence, heparin fibrillization; Potency, µM (series often up to 57.7 µM), inactives show at the highest dose activity change, negative = decrease; hit rate 0.93% among 280,000; also: % is scaled to controls: 0 for no effect and ±100 for the full control effect; nearly all actives have a fitted effect of over 55% in size
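Human K18 P301L tau (15 uM unlabeled plus 0.24 uM Alexa 594-labeled, final) in 100 mM sodium acetate pH 7 was mixed with compound and 20 uM heparin and incubated 6 hr at 37 C.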
Tau ThT inhib: inhibitors of human tau fibril formation, thioflavin T binding | P10636 | recombinant tau K18 P301L (four-repeat tau fragment), heparin-induced fibrillization, ThT fluorescence | Potency, µM (top dose mostly 57.4 µM), without a hit: top-dose activity, negative = inhibition, usual class: inhibitors | hit rate 2.1% among 270,000 | AID 1460; also: % is scaled to controls: 0 for no effect and ±100 for the full control effect; nearly all actives have a fitted effect of over 55% in size
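Aggregation was driven by heparin (20 uM final) acting on recombinant tau […] bearing P301L in 100 mM sodium acetate pH 7; fibrils were detected with Thioflavin T.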
ALDH1A1 block: ALDH1A1 (human) enzyme inhibition; Potency, µM (doses to about 75.3 µM), for inactives: at the top dose activity, negative = inhibition, most hits filed as inhibitors; Purified ALDH1A1, NADH fluorescence, propionaldehyde substrate; P00352; hit rate 7.3% among 220,000; active = well fitted inhibition curve with a large enough effect, not every such curve was filed as active; inconclusive = small, poorly fitted or top-dose-only effect, or another doubt; inactive = no such curve, though single readings can be large or run the other way;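 also: plate controls were no enzyme wells and a reference inhibitor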
Target sequence (P00352 whole entry, looked up): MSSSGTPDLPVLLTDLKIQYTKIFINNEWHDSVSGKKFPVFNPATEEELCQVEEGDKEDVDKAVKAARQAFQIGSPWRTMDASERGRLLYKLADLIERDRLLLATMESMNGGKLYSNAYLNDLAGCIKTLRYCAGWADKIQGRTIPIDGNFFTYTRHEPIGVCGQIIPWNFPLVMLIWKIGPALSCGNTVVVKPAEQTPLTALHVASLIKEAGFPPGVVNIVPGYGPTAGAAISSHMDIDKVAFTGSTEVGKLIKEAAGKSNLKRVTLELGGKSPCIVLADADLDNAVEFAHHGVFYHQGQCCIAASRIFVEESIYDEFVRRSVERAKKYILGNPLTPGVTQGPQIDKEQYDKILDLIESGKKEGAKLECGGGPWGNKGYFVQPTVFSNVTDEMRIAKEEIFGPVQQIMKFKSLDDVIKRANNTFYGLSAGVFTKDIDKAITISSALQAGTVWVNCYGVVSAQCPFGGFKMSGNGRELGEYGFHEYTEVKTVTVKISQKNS
HTT ATP protect: protects HTT-Q103 PC12 cells, measured by ATP. PC12 HTT-Q103 induced, cytoprotection, ATP luminescence, 40 h. Potency, µM (doses to about 56.4 µM), for the others: cytoprotection (ATP increase), usual class: activators. hit rate 0.14% among 230,000. AID 1471;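 also: % of control where 0% means no effect; nearly all actives have a fitted effect of over 45% in size; toxic huntingtin expression switched on by the ecdysone agonist tebufenozide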
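ATP quantification (ATPlite) reports survival of PC12 cells in which tebufenozide, 100 nM final, switches on Htt exon 1 with 103 glutamines linked to GFP; compounds are titrated.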
JMJD2E inh: JMJD2E (human) inhibition | B2RXH2 | JMJD2E catalytic domain, FDH-coupled NADH fluorescence (FDH is formaldehyde dehydrogenase) | Potency, µM (top dose mostly 57.1 µM), without a hit: top-dose activity change, negative = inhibition, usual class: inhibitors | hit rate 1.6% among 230,000; active = well fitted inhibition curve with a large enough effect, not every such curve was filed as active; inconclusive = small, poorly fitted or top-dose-only effect, or another doubt; inactive = no such curve, though single readings can be large or run the other way;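 also: 0% = wells with enzyme and -100% = buffer wells without enzyme; nearly all actives have a fitted effect of over 50% in size; many of its hits are not listed in these tables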
Target sequence (B2RXH2 1-337 limits assumed): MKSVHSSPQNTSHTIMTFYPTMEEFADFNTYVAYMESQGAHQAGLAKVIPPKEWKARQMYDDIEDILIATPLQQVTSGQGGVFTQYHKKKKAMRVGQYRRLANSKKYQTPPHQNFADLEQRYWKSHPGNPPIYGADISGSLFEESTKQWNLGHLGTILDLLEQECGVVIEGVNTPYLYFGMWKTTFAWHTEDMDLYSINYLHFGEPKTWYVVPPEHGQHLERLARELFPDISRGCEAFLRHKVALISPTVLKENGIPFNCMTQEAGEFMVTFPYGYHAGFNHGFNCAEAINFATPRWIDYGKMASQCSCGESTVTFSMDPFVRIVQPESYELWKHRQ
An asterisk follows results filed as active; ? = inconclusive; . = no result given; [ ] = dose if it differs, or a comment. Unless noted, calls follow the shape of the dose curve; as a rule, active = well fitted curve in the direction sought with a large enough effect; inconclusive = small, poorly fitted or top-dose-only effect, or another doubt; inactive = no such curve, though single readings can be large; an effect the other way counts as inactive or inconclusive. Potency is read from the fitted curve at half-maximal effect. These rows are one share of the data. The share of hits here may be higher or lower than overall.

Below each compound: ALDH1A1 block	Tau fluor counter	SMN2 splice up	JMJD2E inh	HTT aggregate	HTT ATP protect	Tau ThT inhib	Tau FP inhib
> Cc1ccc(C)c(N2CCN(CC3CC=CCC3)CC2)c1 (stereo not given)
 : 8%	-8%	5%	7%	32%[9.22 µM]	18%	-9%	-3%
> CCCCCCc1cc2cc(C(=O)Nc3ccc(OC)cc3)c(=O)oc2cc1O
 : -1%	-11%	-16%[1.84 µM]	4%	-10%	16%[10 µM]	-16%	4%
> COc1ccc(-c2cc(=O)oc3c4c(ccc23)OCN(Cc2ccccc2)C4)cc1
 : .	-27%	-9%	.	.	.	?	0%
> O=C(c1cn(-c2ccccc2)nc1-c1ccc(Cl)cc1)N1CCOCC1
 : 6%	-8%	18%	-9%	26%	34%[10 µM]	3%	2%
> CC(N=Cc1nc(-c2ccccc2)oc1O)c1ccccc1 (stereo not given)
 : 0%	?	-7%	-5%	7%	5%	-16%	5%
> O=C(NCc1ccncc1)C(=O)Nc1nccs1
 : .	?	.	-3%	-3%[9.22 µM]	-10%[10 µM]	.	-6%
> CCC1=C2CC[C@H]3C(=O)N(C)C(=O)[C@H]3[C@H]2[C@@]2(Cc3ccccc3)C(=NCCc3c[nH]c4ccccc34)OC(=O)N2C1=O
 : -2%	?	-21%	3%	.	-3%	?	9%
> Cc1cc(Cl)ccc1OC(C)c1nnc(N)s1 (stereo not given)
 : 5%	-13%	-32%[inhibitor]	2%	-4%	2%	-5%	-7%
> COc1ccc(N(C(=O)c2ccccc2C)S(=O)(=O)c2ccc(Cl)cc2)cc1
 : .	-18%	23%	.	.	.	-1%	-5%
> CO[C@H]1COC(=O)[C@@H](C)COC(=O)[C@@H](Cc2ccccc2)NC(=O)C/C=C\[C@H]1C
 : 4%[13.5 µM]	-5%[11.6 µM]	.	.	.	2%[10 µM]	-4%[11.5 µM]	0%[11.6 µM]
> COc1ccccc1CNC(=O)CN1C(=O)COc2ccc(S(=O)(=O)N3CCC(C)CC3)cc21
 : .	-12%	-4%	.	.	.	-6%	-3%
> CCOC(=O)c1csc(-c2snnc2C)n1
 : ?	-17%	.	2%	-6%[9.22 µM]	-12%[10 µM]	?	-5%
> COC(=O)c1cnn(C(=O)c2ccccc2Br)c1N
 : 1%	-2%	12%	-21%	-2%	-9%	-3%	5%
> CC1=NN(c2ccc(C)cc2C)C(=O)C1C(c1cccc(O)c1)C1C(=O)N(c2ccc(C)cc2C)N=C1C (stereo not given)
 : ?	-8%	21%	?	14%	38%[10 µM]	?	-10%
> O=C(NCCCN1CCCC1=O)Nc1ccc(F)c(Cl)c1
 : -4%	-10%	22%	-17%	-1%	-2%	-2%	-1%
> CCOc1ccc(N2CC(C(=O)Nc3cc(C)on3)CC2=O)cc1 (stereo not given)
 : 11%	-2%	6%	4%	8%	-8%[10 µM]	-4%	-2%
> Nc1cccc(C(=O)N/N=C/c2ccsc2)c1
 : 0%	-7%	.	6%	2%	-55%[inhibitor]	-11%	1%
> Cc1c(C(=O)N2CCCCCC2)nnn1-c1nonc1N
 : 11µM*	-5%	-4%	-2%	-5%	2%	-3%	-4%
> COc1ccc(CN(C(=O)c2ccco2)c2ccc(C)c(C)c2)cc1
 : ?	-11%	.	5%	-6%[9.22 µM]	-19%[10 µM]	-12%	1%
> C[N+](C)(C)CCNC(=O)c1c(O)c2c([nH]c1=O)CCCC2
 : -1%	-3%	1%	?	-9%	-11%[10 µM]	-4%	4%
> COC(=O)C(C)N1C(=O)S/C(=C\c2cc(C)n(-c3ccccn3)c2C)C1=O (stereo not given)
 : 22µM*	-16%	-59%[inhibitor]	-4%	5%	-112%[inhibitor]	-12%	-3%
> COc1ccc(-c2nc(C)c(C(C)=O)n2O)cc1[N+](=O)[O-]
 : -2%	-5%	24%	7%	-10%	-75%[inhibitor]	-10%	-6%
> CCCC(C)NC(=O)Cc1ccccc1 (stereo not given)
 : 3%	-13%	.	3%	8%[9.22 µM]	3%[10 µM]	-5%	-4%
> CCC(C)(C(=O)NC1CCCC1)N(Cc1ccco1)C(=O)c1ccccn1 (stereo not given)
 : 3%	-6%	-19%	5%	-21%	8%	-14%	6%
> CCOc1ccc(-c2cc(NC(=O)Nc3cccc(C(C)=O)c3)c(C(=O)OC)s2)cc1
 : .	-19%	17%	.	.	.	-5%	-10%
> COCCn1nnnc1C(c1ccccc1Cl)N1CCN(c2ccccc2OC)CC1 (stereo not given)
 : 4%	-8%	-6%	2%	5%	-10%	-8%	0%
> O=C(Cn1c(=O)n(-c2ccccc2Cl)c(=O)c2sc3ccccc3c21)N1CCCC1
 : .	-6%	8%	.	.	.	?	-7%
> C[C@@H]1NC(=O)C/C=C\[C@@H](C)[C@@H]2C=C[C@H](O)[C@@H](COC(=O)[C@H](C)NC(=O)C/C=C\[C@@H](C)[C@@H]3C=C[C@H](O)[C@@H](COC1=O)O3)O2
 : 10%[13.5 µM]	5%[11.6 µM]	.	.	.	-9%[10 µM]	-2%[11.5 µM]	6%[11.6 µM]
> O=C(NNC1=C(C(=O)C(F)(F)F)CCC1)c1cccnc1
 : ?	4%	24%	0%	-20%[9.22 µM]	13%[10 µM]	7%	3%
> COc1ccc(-c2cc(=O)oc3cc(OC(=O)C4CCCCC4)c(Cl)cc23)cc1
 : ?	9%	-36%[inhibitor]	1%	0.28µM*	-9%[10 µM]	10%	4%
> CCOc1ccc(CC(=O)NCc2cn3c(C)csc3n2)cc1
 : 4%	2%	-20%	0%	19%	20%[10 µM]	1%	4%
> C#CCOCCOCCOCCNc1nc(N2CCN(C(=O)Cn3cc(CCO)nn3)CC2)nc(N2CCN(C(=O)[C@H]([C@@H](C)O)n3cc(CCCCN)nn3)CC2)n1
 : 10%	-1%	-8%	-6%	5%	.	2%	-7%
> Cc1nc2ccc(NC(=O)c3ccccc3)cc2s1
 : 0%	-3%	22µM*	7%	?	-20%	-12%	-6%
> Cc1ccc(/C=N/Nc2nc(N3CCCCC3)nc(N3CCCCC3)n2)o1
 : -9%	-26%	-22%	-11%	-20%	-9%	?	1%
> CCOc1cc(NC(=S)NCC2CCCO2)c(OCC)cc1NC(=O)c1ccc(F)cc1 (stereo not given)
 : 9%	5%	.	-1%	0%[9.22 µM]	3%[10 µM]	-1%	?
> Cc1ccc(-c2cc(N)n[nH]2)cc1
 : 11%	-27%	?	2%	-19%	-1%	-25%	11%
> CCOCCCNC(=O)/C(C#N)=C/c1cc(Br)c(O)c(Br)c1
 : .	-4%	.	2%	-19%[9.22 µM]	-51%[inhibitor][10 µM]	-24%	8%
> S=C(Nc1ccccc1Cl)N1CCOCC1
 : 2%	-3%	-11%	6%	6%	30%[10 µM]	-1%	-1%
> O=C(Cc1ccccc1)c1ccc2c(c1)OCCO2
 : -7%	0%	?	?	9%[9.22 µM]	-19%[10 µM]	-9%	4%
> NNC(=O)c1cccc(COc2ccc(Br)cc2)c1
 : 0.63µM*	-21%	1µM*	-1%	?	-13%[10 µM]	-15%	5%
> Cc1ccc(/C=N/NC(=O)C(C)Oc2ccccc2[N+](=O)[O-])s1 (stereo not given)
 : -1%	-12%	15%	7%	7%	.	-17%	5%
> O=C(NCCN1CCCCCC1)C1CC(=O)N(CCc2ccccc2)C1 (stereo not given)
 : 7%	-2%	8%	-6%	8%	-7%	-16%	4%
> COc1ccccc1-n1cnc2sc(-c3ccccc3)cc2c1=O
 : ?	-7%	-20%	-4%	1%	-16%	-1%	?
> Cc1c(C(=O)OCC(=O)N2CC(=O)Nc3ccccc32)oc2ccccc12
 : -7%	-20%	-24%	-7%	10%	11%	-10%	-1%
> CC(=O)[C@@]1(O)CC[C@H]2[C@@H]3CCC4=CC(=O)CC[C@]4(C)[C@H]3[C@@H](O)C[C@@]21C
 : 5%	-16%	-25%	12%	-23%	.	-16%	-7%
> CCn1c(C)nc2c1C(=O)c1ccccc1C2=O
 : -8%	-11%	-2%	13%	2%	-23%	-13%	-3%
> CC(C)(Oc1ccc(Cl)cc1)C(=O)Nc1ncccn1
 : ?	-11%	-1%	-4%	-7%	-4%	-6%	2%
> COc1ccc(/C=C2\CN(Cc3ccccc3)C/C(=C\c3ccc(OC)cc3OC)C2=O)c(OC)c1
 : 18µM*	-3%	-49%[inhibitor]	-28%	-16%	-68%[inhibitor]	?	-6%
> O=C(Nc1ccc(-c2nc3ccccc3[nH]2)cc1)c1ccc(N2C(=O)CCC2=O)cc1
 : ?	-1%	-1%	?	-8%	.	12%	-2%
> CCOc1ccc(N2CC(C(=O)NC3=NCCS3)CC2=O)cc1 (stereo not given)
 : 6%	-15%	.	2%	-5%[9.22 µM]	6%[10 µM]	-13%	-3%
> CC(C)c1nc(=S)n(-c2ccccc2)[nH]1
 : 7%	-3%	-6%	-8%	-12%	-8%	-9%	-1%
> CS(=O)(=O)NN1C(=O)c2ccccc2NC1c1ccccc1O (stereo not given)
 : ?	-7%	-10%	?	-2%	-21%	-5%	-6%
> COc1ccc(NC(=O)C2CCCN2C(=O)Nc2cccc(F)c2)cc1 (stereo not given)
 : 4%	-10%	.	8%	-1%[9.22 µM]	10%[10 µM]	-8%	-13%
> CCOc1ccc(S(=O)(=O)N(CC(N)=O)c2ccc(C)cc2)cc1
 : ?	-5%	-7%	12%	-13%	29%	-1%	1%
> O=C(CSc1ccc([N+](=O)[O-])cc1)Nc1cccc(S(=O)(=O)Nc2ccccc2F)c1
 : 5µM*	?	-1%	?	-24%	-8%[10 µM]	?	?

HTT aggregate: hit marks shown above
molecule,ALDH1A1 block,JMJD2E inh,HTT aggregate,Tau ThT inhib,Tau FP inhib
COc1ccc(-c2cc(=O)oc3cc(OC(=O)C4CCCCC4)c(Cl)cc23)cc1,?,1%,0.28µM*,10%,4%
